AI-2 QS mod – Vibrio harveyi AI-2 quorum sensing modulators, primary screen, JMH597 strain, luminescence/OD600 ratio | Vibrio harveyi JMH597 AI-2 luminescence/OD600 ratio, 9 h; stronger effect = lower value; strain lacks LuxN and CqsS sensors; 0 = neutral-control median | activity change, % at 7.5 µM | hit rate 0.4% among 300,000; in the data active = activity change below about -75%, passing the limit was not always enough; inconclusive = no clear call, values can overlap the other calls;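 note: luminescence divided by OD600 gain over 9 h not by final OD600 alone; inactives centre near 13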
HIF activator – HIF pathway transcriptional activators, primary screen, cell-based, U2OS HRE-luciferase, luminescence; U2OS HRE-luciferase reporter; normalized: DMSO 0%, desferrioxamine 100%; activation, % at 7.5 µM (by protocol); hit rate 0.32% among 300,000; AID 1910, 2009;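 active = mean activation of at least 10% of the iron chelator positive control signal, with at least half of replicates also reaching 10%; inconclusive = mean and replicate majority disagree about reaching 10%; inactive = mean and most replicates under 10%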
aSyn UTR inh – MLPCN primary screen, SNCA 5' untranslated region. alpha-synuclein 5'UTR reporter, inhibitor activity. inhibition, % (tested at 7.5 µM). hit rate 0.82% among 300,000. AID 1813, 2009; in the data active = inhibition above about 60%; inconclusive = no clear call, values can overlap the other calls;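 note: H4 neuroglioblastoma cells stably carrying SNCA 5'UTR luciferase fusion; 0% = DMSO wells and 100% = positive control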
KLF5 inh – KLF5 expression inhibitors, primary screen, DLD-1 cells, luminescence | inhibition, % at 5 µM | AID 1700, 2009 | DLD-1 KLF5 promoter-luciferase reporter | hit rate 0.23% among 290,000;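 active = inhibition above a per-plate limit of that plate's mean compound inhibition plus 3 SD, cut at about 60% in these data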;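 note: 0% = DMSO wells and 100% = LY294002 at 200 µM; higher means less KLF5 promoter-driven luciferase light; inactives centre near -14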
GSK3 alpha inh – blockers of GSK3A enzyme activity – biochemical, luminescence, cell-free homogeneous, HTS, primary screen | Glycogen synthase kinase-3 alpha (Homo sapiens), P49840 | GSK-3 alpha kinase, ADP-Glo luminescence, 60 min | inhibition, % at 10 µM | hit rate 0.1% among 320,000;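 in the data active = inhibition above about 50%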;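 note: GST-tagged GSK-3 alpha with peptide substrate and 25 µM ATP; 0% = DMSO neutral wells and 100% = GW8510 positive control wells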
Target sequence (P49840 whole entry, looked up): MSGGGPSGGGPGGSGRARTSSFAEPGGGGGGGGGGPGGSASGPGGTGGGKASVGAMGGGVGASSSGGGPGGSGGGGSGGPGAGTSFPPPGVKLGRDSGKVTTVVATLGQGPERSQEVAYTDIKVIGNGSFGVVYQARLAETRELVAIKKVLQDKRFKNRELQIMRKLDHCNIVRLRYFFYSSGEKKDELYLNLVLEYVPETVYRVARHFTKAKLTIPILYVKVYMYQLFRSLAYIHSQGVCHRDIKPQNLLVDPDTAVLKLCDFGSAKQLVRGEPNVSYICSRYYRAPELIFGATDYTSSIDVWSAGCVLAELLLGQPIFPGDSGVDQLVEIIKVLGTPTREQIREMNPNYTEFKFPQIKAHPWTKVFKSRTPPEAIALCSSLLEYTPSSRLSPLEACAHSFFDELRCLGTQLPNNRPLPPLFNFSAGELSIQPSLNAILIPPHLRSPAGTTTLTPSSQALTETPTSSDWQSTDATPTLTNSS
IEC-6 cytotox – cytotoxicity in IEC-6 intestinal epithelial cells, primary screen, cytotoxicity control for KLF5 inhibitor project, cell-based, luminescence; IEC-6 cytotoxicity, luminescence viability; inhibition, % at 5 µM; hit rate 0.78% among 290,000; in the data active = inhibition above about 22%;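 note: 0% = plate median of test compound wells and 100% = cytotoxic reference compound wells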
HSP90 refold inh – HSP90 inhibitors, primary screen, cell lysate, luminescence; Heat shock protein HSP 90 (rabbit reticulocyte lysate; luciferase refolding); Rabbit reticulocyte lysate, luciferase refolding luminescence, 3 h; inhibition, % at 5.6 µM; hit rate 0.91% among 290,000;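 active = inhibition above the screen-wide mean plus 3 SD, computed separately per campaign, cut at about 16% in these data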;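 note: 0% = DMSO wells and 100% = 60 µM geldanamycin wells; inhibitors lower the luminescence because luciferase stays unfolded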
GSK3B inh – human GSK3beta kinase inhibitors, primary screen, biochemical, cell-free homogeneous, HTS; Glycogen synthase kinase-3 beta (Homo sapiens), P49841; GST-GSK3beta kinase, ADP-Glo luminescence, 60 min; stronger effect = lower value; activity score (negative = inhibition), % at 10 µM; hit rate 0.038% among 300,000; AID 2097, 2009;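 active = more than half of replicate wells score below -50%, meaning over 50% inhibition versus plate controls; inconclusive = some replicates but at most half score below -50%; inactive = no replicate scores below -50%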;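 note: 0% = median DMSO wells and -100% = median GW8510 positive control wells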
Target sequence (P49841 whole entry, looked up): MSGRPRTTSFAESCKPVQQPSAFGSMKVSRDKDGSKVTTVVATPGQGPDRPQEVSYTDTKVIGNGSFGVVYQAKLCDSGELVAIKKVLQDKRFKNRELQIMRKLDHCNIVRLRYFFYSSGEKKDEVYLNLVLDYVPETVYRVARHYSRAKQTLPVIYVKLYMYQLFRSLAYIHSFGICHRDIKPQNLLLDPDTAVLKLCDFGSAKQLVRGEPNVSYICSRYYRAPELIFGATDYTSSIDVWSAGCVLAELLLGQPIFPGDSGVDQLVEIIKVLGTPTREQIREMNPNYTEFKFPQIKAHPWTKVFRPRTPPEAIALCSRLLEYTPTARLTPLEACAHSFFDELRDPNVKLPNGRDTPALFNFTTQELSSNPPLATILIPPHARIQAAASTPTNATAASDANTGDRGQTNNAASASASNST
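Assay system: GST-fused GSK3beta enzyme, cell-free / Medium: Tris pH 7.5 buffer with MgCl2, DTT, BSA, heparin / Also added: peptide substrate plus 25 µM ATP (final) / Compound: 10 µM single point / Timing: kinase reaction with compound 60 min at room temperature / Detection: ADP-Glo luminescence / Benchmarks: DMSO neutral wells and GW8510 at 20 µM as positive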
HSF1 inhib – HSF1 inhibitors in luciferase reporter cells, primary screen, cell-based, NIH3T3, luminescence; NIH3T3-HGL HSE-luciferase, MG132-induced, luminescence 8 h; stronger effect = lower value; activity change, negative = inhibition, % at 7.5 µM (by protocol); hit rate 0.77% among 300,000;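 active = more than half of replicate wells show activity change below -50%, luminescence cut by over half; inconclusive = some wells, but at most half, below -50%; inactive = no replicate well below -50%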;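 note: luciferase reports HSF-1 transcriptional activity via heat shock element; 0% = median of DMSO wells and -100% = zero luminescence signal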
HSF1 activator – HSF-1 activators, primary screen, NIH3T3-HGL cells, MG132 stress, luminescence, single point. AID 504408, 2011. NIH3T3-HGL HSF-1 luciferase reporter, 8 h; 100% = twice DMSO control signal. hit rate 1.7% among 300,000. activation, % at 9 µM;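 active = mean replicate activation of at least 50% with a set share of replicates each reaching 50%; inconclusive = only one of those two conditions met; inactive = mean below 50% and too few replicates reaching it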;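 note: 0% = median of the neutral control wells and 100% = twice that signal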
* marks the source's active call; other numbers are inactive results; ? = inconclusive; . = not tested or not shown.

SMILES	AI-2 QS mod	HIF activator	aSyn UTR inh	KLF5 inh	GSK3 alpha inh	IEC-6 cytotox	HSP90 refold inh	GSK3B inh	HSF1 inhib	HSF1 activator
CC1CCCN(S(=O)(=O)c2ccc(NC(=O)Cc3ccc(S(=O)(=O)N4CCOCC4)s3)cc2)C1 (stereo unspecified)	9.4	-3.2	22.3	.	-1.4	.	.	-0.3	-2.0	12.1
CC(=O)N1CCOc2ccc(S(=O)(=O)N3CCC(C(=O)Nc4cc(C)ccc4C)CC3)cc21	29.5	0.1	5.3	-3.0	-0.2	-11.6	-2.4	4.1	15.1	27.5
COc1ccc(NC(=O)CS(=O)(=O)c2ccccc2)cc1	0.5	0.3	-62.5	-13.3	-0.2	-1.8	0.6	0.0	5.7	-1.3
O=Cc1ccc(O)c(O)c1	3.6	0.4	-9.3	0.3	1.3	-7.7	2.1	1.3	2.2	-8.7
C/C(=N\N=C(/N)SC1CC(=O)N(c2ccc(Cl)cc2)C1=O)c1cccs1 (stereo unspecified)	-13.1	-0.2	-18.0	-47.0	-1.4	-5.8	-4.1	-3.9	-6.9	17.2
N#Cc1ccsc1NC(=O)C1CCCN1S(=O)(=O)c1cccs1 (stereo unspecified)	18.7	-0.7	-9.2	.	0.4	.	.	0.1	-2.2	5.2
COc1ccccc1NC(=O)c1ccc(C)s1	21.6	2.3	-226.6	-9.6	0.8	34.8*	5.8	1.4	8.2	17.4
COC(C[C@H]1O[C@H]1C(=O)COCc1ccccc1)OC	12.9	0.1	2.6	.	.	.	.	-1.0	0.5	9.5
COCc1cc(C)nc(OCC(=O)N/N=C/c2ccc(-c3cccc([N+](=O)[O-])c3)o2)c1C#N	-2.2	-2.0	7.1	-12.5	-2.7	4.2	1.2	4.9	-4.7	4.0
S=C(NCc1ccccc1)NNc1nc2ccccc2[nH]1	25.7	0.5	-73.8	3.4	1.4	3.2	0.5	2.0	1.9	10.0
CC1(C)CC(=O)C2=C(C1)N(c1ccccc1)C(=O)C2(O)C(F)(F)F (stereo unspecified)	-8.4	-0.4	7.1	-15.5	1.7	3.9	-2.8	3.3	2.1	-3.4
NS(=O)(=O)c1cccc(NC(=O)/C=C/c2cccs2)c1	5.3	1.4	-101.2	-84.3	-1.5	0.7	3.0	-3.0	13.2	3.2
CCn1c(-c2ccccc2Cl)nn(CC(=O)NCCc2ccccc2)c1=S	0.3	-2.0	18.5	-21.1	-1.1	5.0	0.9	0.1	1.8	9.8
COc1cccc(-c2cc(C(=O)N3CCN(C(=O)c4ccco4)CC3)on2)c1	14.9	0.1	-0.9	10.9	1.0	5.1	0.6	0.5	3.4	-16.9
O=C(Nc1nncs1)C1CC(=O)N(CCc2ccc(F)cc2)C1 (stereo unspecified)	1.3	-0.1	3.2	9.9	-4.3	0.6	4.5	-3.0	10.3	35.4
CC(C)CCn1c(CN2CCN(Cc3ccccc3)CC2)nc2c1c(=O)n(C)c(=O)n2C	14.7	-0.3	-3.3	-6.1	-3.9	6.7	5.2	-0.8	-1.1	-6.6
COc1ccc(S(=O)(=O)N2CCOC2CNC(=O)C(=O)NCc2ccco2)cc1 (stereo unspecified)	19.2	0.1	-2.0	-35.0	-2.7	-2.0	-5.1	-0.2	1.4	18.5
CCCCCc1cc(=O)oc2c(C(CCN3CCCCC3)c3ccc(OC)cc3)c(OC)cc(OC)c12 (stereo unspecified)	10.2	-1.5	31.2	.	0.7	.	.	5.6	-0.5	4.7
Cc1cc(C)nc(SCc2ccc(C(=O)NN=C3C4CC5CC(C4)CC3C5)cc2)n1	20.6	0.2	-6.4	-13.8	-2.1	-4.4	-4.5	-1.0	-5.6	-8.9
CCN(CC)S(=O)(=O)c1cc(NS(=O)(=O)c2cccc(Cl)c2Cl)ccc1C	12.8	-0.3	11.7	-18.9	-3.0	-4.8	-1.3	2.5	-2.8	-7.5
OCC[C@H]1C[C@@H](O)[C@H](O)[C@]2(CCCCO2)O1	9.7	1.4	13.1	.	-2.1	.	.	-0.8	-8.2	-16.9
CCCCn1cnc2cc(C)c(C)cc21	-7.8	-0.3	24.8	9.1	-1.7	1.2	1.0	1.1	-9.2	3.7
O=C(O)c1ccc(CNS(=O)(=O)c2ccc3ccccc3c2)cc1	61.7	-0.3	3.2	-6.6	0.3	-4.3	0.6	-0.6	1.4	-0.2
Cc1ccc(S(=O)(=O)N2CCCC2)cc1S(=O)(=O)N1CCCC1	11.9	-0.8	12.9	-10.8	-1.2	-0.6	-0.2	4.3	-1.9	12.1
CNC(=S)N(Cc1cccs1)Cc1cc2cc(OC)ccc2[nH]c1=O	9.5	-0.6	5.1	10.2	-0.4	-5.3	0.3	3.1	18.7	?
COCCCNC(=O)CNC(=S)N(Cc1ccccc1F)C1CCCCC1	11.1	-0.1	9.9	-13.6	-0.6	1.4	0.4	-0.3	-2.9	-3.5
O=C(CSc1nc(Cc2ccccc2)nc2ccccc12)Nc1nc2c(s1)CCCC2	29.2	-0.2	-35.5	-9.4	3.2	-2.8	5.8	4.6	-12.8	-21.3
O=C(N/N=C/c1ccc(-c2ccccc2Cl)o1)c1ccccc1	15.8	1.3	-20.2	-76.1	.	7.5	3.7	-1.0	5.6	36.8
Cc1ccc[n+](CC(=O)c2ccc(NC(=O)c3ccccc3)cc2)c1	4.7	-0.1	-12.2	-29.5	-2.1	6.4	-0.7	0.7	-5.5	1.3
CC1CN(c2ccc([N+](=O)[O-])cc2C#N)CC(C)O1 (stereo unspecified)	6.9	-0.3	1.9	2.4	0.8	-14.9	-4.4	-4.4	-7.7	-21.4
S=C(NCc1cccnc1)Nc1ccc(Oc2ccc(Cl)cc2)cc1	-42.5	-1.3	22.3	1.4	1.0	4.0	1.2	0.1	-4.1	10.1
Cc1ccc(NC(=O)N(Cc2cccnc2)Cc2ccco2)cc1C	-3.2	-0.4	15.1	-18.2	-3.2	-9.1	-2.1	-5.4	-5.9	-0.4
CC(C)(C)c1ccc(C(=O)Nc2cccc(C(=O)N3CCOCC3)c2)cc1	6.8	1.7	-54.5	-111.6	-0.3	-2.9	-4.3	0.9	-14.5	-17.9
COc1ccc(OC)c(C2CC(c3ccccc3)=NN2C(=S)Nc2ccccc2)c1 (stereo unspecified)	17.0	0.7	40.2	-15.3	-1.1	6.3	3.4	1.6	1.3	-0.5
CCOC(=O)N1CCN(c2ncnc3scc(-c4ccccc4)c23)CC1	20.9	-7.5	24.5	-28.0	-0.4	0.1	-2.0	-2.2	-8.9	-8.1
CCO[C@@H]1OC(C(N)=O)=C[C@H](c2ccc(Br)cc2)[C@H]1CCCO	22.9	-4.9	12.7	-10.3	11.5	-3.0	2.8	-2.2	-1.6	0.1
Nn1c(SCc2ccc(Br)cc2)nnc1-c1ccncc1	25.6	0.9	-0.3	-3.2	1.0	-4.0	3.2	-3.1	-1.3	0.3
COc1cc2c(cc1OC)C(c1cc3ccccc3oc1=O)=NC(C)(C)C2	37.1	0.3	30.0	-4.1	-7.8	2.0	-0.6	-0.8	0.9	19.4
Cc1ccc(CC(CC(=O)NCCc2ccc3c(c2)OCO3)C(=O)O)cc1 (stereo unspecified)	22.3	-0.2	19.6	-23.5	2.5	-0.2	-1.6	2.8	-6.0	-0.6
Cc1cc(C)cc(-n2nnnc2SCC(=O)N2CCOCC2)c1	3.9	-0.1	1.3	0.0	-3.7	-7.0	-4.1	-4.2	0.4	-17.3
COc1ccccc1-c1c(C)oc2c(CN3CCCCC3C)c(O)ccc2c1=O (stereo unspecified)	2.7	-0.1	5.1	-23.0	-1.1	8.9	3.9	-2.0	5.3	38.7
CC(C)C1Oc2cc3oc(=O)ccc3cc2C1=O (stereo unspecified)	7.5	-1.1	-39.8	-10.6	-0.6	-11.2	1.3	0.3	-8.6	-0.8
COc1ccc(NC(=O)CSc2nncn2C)cc1	27.6	-7.5	1.0	-38.5	-1.1	-9.0	0.8	1.3	2.9	-8.3
Cc1cccn2c(=O)c3cc(C(=O)NCCc4ccccc4)c(=N)n(Cc4ccco4)c3nc12	.	-1.1	-27.5	25.3	0.6	63.3*	-2.0	.	22.7	26.7
COc1ccc(CN2CCN(Cc3ccccc3)C(CCO)C2)cc1OC (stereo unspecified)	41.7	-0.3	6.1	5.1	-3.2	1.9	-1.0	-2.8	-8.4	4.7
COc1ccc([N+](=O)[O-])cc1NC(=O)c1ccc(CN(c2ccc(C)c(C)c2)S(C)(=O)=O)cc1	12.8	-0.6	19.2	-18.4	-2.0	-3.3	-0.4	7.8	5.4	9.3
CS(=O)(=O)c1ccc(-c2nnc(NC(=O)C3=COCCO3)o2)cc1	29.5	-1.9	8.7	.	0.3	.	.	-0.5	-3.1	5.7
Cc1ccc(N2C(=O)N(CC(=O)Nc3ccc(C)cc3[N+](=O)[O-])C(=O)C2C)cc1 (stereo unspecified)	14.0	1.3	-2.3	.	-0.7	.	.	4.9	-4.7	-13.3
COc1ccc(NC(=O)c2oc3ccccc3c2C)cn1	5.9	2.1	-60.1	-65.7	-1.1	4.9	-6.0	0.7	13.8	25.4
O=C(OCC(=O)N1CCN(C(=O)c2ccco2)CC1)c1cc(-c2ccco2)nc2ccccc12	17.9	1.4	-3.7	-2.4	-1.6	-9.7	5.8	1.6	-4.4	-16.6
c1ccc(-c2cnnn2-c2ccccc2)cc1	-10.1	0.4	-1.2	-51.1	2.1	2.5	-0.2	-4.6	-1.9	4.4
O=C(NCCCN1CCOCC1)c1ccc(/C=C2\Oc3ccccc3N(Cc3ccccc3F)C2=O)cc1	1.0	-0.5	-40.2	-14.8	-1.5	-1.4	-0.3	-7.9	-1.7	0.0
CCCCCC(=O)OC(CN1CCCCC1)CN1CCCC1=O (stereo unspecified)	5.7	-0.2	-0.9	-9.3	-2.9	-7.7	-1.3	0.0	-2.2	-5.2
